Screening data deposited in PubChem by Sanford-Burnham Center for Chemical Genomics.
ATG4B inhibitor – ATG4B (human) cysteine protease inhibition; Q9Y4P1; ATG4B cleavage of LC3-PLA2, NBD-HPC fluorescence, 1 h; inhibition, % at 8.33 µM; actives 0.51% (n = 340,000); in the data active means inhibition above about 40%
Target sequence (Q9Y4P1 whole entry, looked up): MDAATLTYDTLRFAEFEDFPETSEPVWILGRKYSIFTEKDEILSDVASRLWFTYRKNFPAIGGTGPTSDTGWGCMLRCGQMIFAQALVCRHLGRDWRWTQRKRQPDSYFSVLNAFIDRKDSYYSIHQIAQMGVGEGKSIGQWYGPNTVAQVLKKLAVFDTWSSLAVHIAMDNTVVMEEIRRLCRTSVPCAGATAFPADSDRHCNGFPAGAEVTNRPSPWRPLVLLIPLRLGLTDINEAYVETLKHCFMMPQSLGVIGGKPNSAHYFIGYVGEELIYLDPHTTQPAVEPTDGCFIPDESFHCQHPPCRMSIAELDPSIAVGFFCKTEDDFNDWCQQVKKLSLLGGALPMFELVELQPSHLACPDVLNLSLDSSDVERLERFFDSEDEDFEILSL
APJ ag – agonists of human APJ apelin receptor; P35414; CHO-K1 APJ PathHunter beta-arrestin, luminescence; 0% DMSO wells, 100% apelin; activation, % at 20 µM; actives 0.11% (n = 330,000);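 active means activation more than six SD over the plate average, tested at 20 µM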;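 further: 0% = DMSO alone and 100% = apelin-13 at 10 nM; some results filed as inactive read as strong as hits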
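Test system: CHO-K1 APJ beta-arrestin complementation cell line. Amount: cell density 1000 per well. Controls: DMSO negative, 10 nM Apelin-13 positive. Signal: luminescent beta-gal fragment complementation, chemiluminescent substrate. Read-out basis: agonist-driven arrestin binding to APJ. Timing: compound stimulation 90 min at 25 °C, detection 60 min.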
CXCR6 inh – inhibitors of human CXCR6 receptor | O00574 | inhibition, % at 20 µM | actives 0.36% (n = 360,000) | CHO-K1 PathHunter CXCR6 beta-arrestin, luminescence; in the data active means inhibition above about 34%, passing the limit was not always enough;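 further: antagonist mode with CXCL16 agonist at 10 nM final; 0% = 10 nM CXCL16 with DMSO and 100% = unstimulated wells without agonist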
APJ antagonist – APJ receptor antagonism; inhibition, % at 20 µM; CHO-K1 APJ beta-arrestin complementation, luminescence; actives 0.32% (n = 330,000); AID 2521; P35414;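 active means inhibition above about 40% at 20 µM, limit read from the data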;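 further: cells challenged with 10 nM apelin-13 agonist together with compound; plate controls were apelin-13 plus DMSO wells for no effect and DMSO wells lacking apelin-13 for full effect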
Gli-Sufu antag – antagonists of Gli-Sufu signaling; Sufu-KO-LIGHT fibroblasts, Gli luciferase reporter luminescence; inhibition, % at 5 µM; actives 0.74% (n = 340,000);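 active means inhibition above about 55%, limit read from the data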;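 further: 0% = DMSO-treated cells and 100% = wells with medium but no cells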
EBI2 antag – antagonists of human EBI2 receptor. inhibition, % at 5 µM. EBI2 beta-arrestin recruitment, luminescence, 7a,25-OHC stimulated. actives 0.81% (n = 360,000). AID 651636; in the data active means inhibition above about 38%;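 further: enzyme fragment complementation signal reports receptor beta-arrestin coupling in cells; 0% = agonist plus DMSO wells and 100% = wells without agonist; some results beyond the cut were filed as inactive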
CCR6 antagonist – CCR6 (human) receptor antagonism; P51684; CHO-K1 CCR6 PathHunter beta-arrestin, luminescence, CCL20-stimulated; inhibition, % at 20 µM; actives 0.49% (n = 340,000); AID 493098;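 active means compounds whose inhibition of the agonist-driven luminescence signal at 20 µM reaches about 50%, limit read from the data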;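 further: cells stimulated with CCL20 at 14 nM final; plate controls were DMSO with CCL20 for no effect and DMSO without agonist for full effect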
Target sequence (P51684 whole entry, looked up): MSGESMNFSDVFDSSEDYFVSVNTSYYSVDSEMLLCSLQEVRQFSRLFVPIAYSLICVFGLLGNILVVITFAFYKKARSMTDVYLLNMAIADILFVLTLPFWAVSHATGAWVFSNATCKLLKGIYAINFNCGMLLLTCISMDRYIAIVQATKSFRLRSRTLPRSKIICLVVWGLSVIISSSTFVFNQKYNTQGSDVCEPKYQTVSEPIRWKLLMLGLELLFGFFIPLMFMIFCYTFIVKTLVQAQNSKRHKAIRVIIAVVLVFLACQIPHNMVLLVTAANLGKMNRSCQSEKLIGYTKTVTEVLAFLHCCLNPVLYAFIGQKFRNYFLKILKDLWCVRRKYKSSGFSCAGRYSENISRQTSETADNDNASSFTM
UBC13 inh – human UBC13 polyubiquitination inhibition; P61088; UBC13 polyubiquitin chain formation, TR-FRET; inhibition, % at 20 µM; actives 0.47% (n = 330,000); in the data active means inhibition above about 45%, passing the limit was not always enough
Target sequence (P61088 whole entry, looked up): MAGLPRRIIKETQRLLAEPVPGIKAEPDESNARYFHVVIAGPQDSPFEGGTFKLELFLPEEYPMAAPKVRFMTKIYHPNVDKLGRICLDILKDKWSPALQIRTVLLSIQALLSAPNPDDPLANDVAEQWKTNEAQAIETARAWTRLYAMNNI
* marks the source's active call; other numbers are inactive results; · = not tested or not shown.

SMILES	ATG4B inhibitor	APJ ag	CXCR6 inh	APJ antagonist	Gli-Sufu antag	EBI2 antag	CCR6 antagonist	UBC13 inh
Cc1ccc(NC(=O)c2ccc(C)c(S(=O)(=O)N3CCOCC3)c2)nc1	2	2	-6	14	-2	-1	2	-4
COC(=O)c1nn2c(C(F)(F)F)cc(-c3ccc(Br)o3)nc2c1Br	14	-2	5	-14	3	4	-2	-15
CCOc1ccc(N=C2NC(=O)SC2CC(=O)OC)cc1 (centres undefined)	-5	5	1	19	1	-6	0	-1
O=C1/C(=C/C=C/c2ccco2)SC(=S)N1NS(=O)(=O)c1ccccc1	78*	-4	6	10	0	-7	30	51*
O=C1CCc2cc(S(=O)(=O)Nc3ccc(F)cc3)ccc2N1	3	-4	0	-4	-2	13	9	2
CSc1ccc(/C=N\NC(=O)CNc2ccc(C)cc2)cc1	-4	0	-6	10	-3	32	-7	-1
CN(C)c1ccc(/C=C(\C#N)C(=O)OCC(=O)N(C)C2CCS(=O)(=O)C2)cc1 (centres undefined)	-6	3	9	14	-9	-5	18	-93
O=c1[nH]c(SCCOc2ccccc2)nc2ccccc12	9	-2	1	14	-4	-1	-8	10
O=c1c(Cl)c(NCc2ccc(F)cc2)cnn1C12CC3CC(CC(C3)C1)C2	-1	3	6	-13	-7	2	4	4
CC(=O)c1ccc(Nc2nc(C)cc(C)n2)cc1	9	-2	-2	-8	·	-4	9	-2
CCOC(=O)CSc1ccc(S(=O)(=O)N2CCCCC2)cc1[N+](=O)[O-]	-9	3	-15	-13	-2	-5	-6	-8
NC(=O)COC(=O)c1ccc(S(=O)(=O)NCc2ccco2)cc1	-6	-1	5	-11	-12	2	-2	-5
Cc1nc2c(-c3ccccc3)cnn2c(N)c1-c1ccccc1	5	2	-13	-4	56*	3	8	0
Cc1ccc2[nH]cc(CCNC(=O)C3CCCCC3)c2c1	3	1	-1	-15	0	17	2	-4
CC1CCN(S(=O)(=O)c2ccc3c(c2)N(CC(=O)NCCCOC(C)C)C(=O)CO3)CC1	-10	-1	4	-2	14	0	0	-6

Just EBI2 antag, for some of the entries so far:
| Structure | EBI2 antag |
| --- | --- |
| CSc1ccc(/C=N\NC(=O)CNc2ccc(C)cc2)cc1 | 32 |
| CN(C)c1ccc(/C=C(\C#N)C(=O)OCC(=O)N(C)C2CCS(=O)(=O)C2)cc1 (centres undefined) | -5 |
| O=c1[nH]c(SCCOc2ccccc2)nc2ccccc12 | -1 |
| O=c1c(Cl)c(NCc2ccc(F)cc2)cnn1C12CC3CC(CC(C3)C1)C2 | 2 |

(more compounds)
SMILES	ATG4B inhibitor	APJ ag	CXCR6 inh	APJ antagonist	Gli-Sufu antag	EBI2 antag	CCR6 antagonist	UBC13 inh
COC(=O)c1cc(NC(=O)Cn2nc(C)n3cccc3c2=O)cc(C(=O)OC)c1	17	-6	-1	15	4	-7	3	6
O=C(CCc1ccccc1)NCC(=O)N/N=C/c1ccc(O)cc1O	-4	-4	-3	-6	2	-1	-3	5
CCOC(=O)C1CCCN(C(=S)NC2CCCCC2)C1 (centres undefined)	-7	-1	-3	3	4	0	-5	-5
O=C(O)c1ccc(C=C(c2nc3ccccc3s2)c2nc3ccccc3s2)cc1	22	-4	2	-13	30	1	-2	-30
Cc1cccc2sc(NNC(=O)C3COc4ccccc4O3)nc12 (centres undefined)	-7	1	-3	-92	-5	-2	5	-2
CC(C)C[C@@H](CNCC(=O)[C@H](Cc1ccccc1)NC(=O)c1[nH]cnc1C(=O)N[C@H](CN)CC(C)C)NC(=O)c1nc[nH]c1C(=O)N[C@@H](CC(=O)O)C(=O)O	·	·	5	·	0	-6	-3	·
COc1ccc(Cn2c(CCCO)nc3ccccc32)cc1OC	-6	1	0	22	-3	-16	-6	2
CS(=O)(=O)c1ccc(Cl)c(C(=O)NC2CCSc3ccccc32)c1 (centres undefined)	-11	0	3	0	30	3	18	1
Cc1cc(Nc2cccc(F)c2)n2ncnc2n1	3	-4	-1	7	14	-2	-5	-7
Cc1cccc(OCC(=O)NCC(=O)N=Nc2c(O)[nH]c3ccc([N+](=O)[O-])cc23)c1	-4	-6	14	24	-18	7	32	-17
CCCCNC(=O)Cn1c(=O)c2c(ncn2CC)n(Cc2ccccc2)c1=O	5	-4	4	14	-5	-4	8	6
CC(OC(=O)c1cnc(Cl)c(Cl)c1)C(=O)NCc1ccccc1 (centres undefined)	-12	-5	0	-2	-7	-3	4	1
OC(COc1ccc(Br)cc1)Cn1ccnc1 (centres undefined)	-2	-2	4	2	1	7	4	2
CCOc1ccc2c(c1)C(C)=CC(C)(C)N2C(=O)Nc1ccccc1F	-7	1	-3	-18	6	-23	-7	6
COC(=O)c1cc(=O)[nH]c(SCc2cccc(C)c2)n1	-8	-1	-1	2	8	-7	0	-3
O=C(Nc1ncn[nH]1)c1cc(S(=O)(=O)Nc2cccc(C(F)(F)F)c2)ccc1Cl	5	-2	3	11	-6	-10	0	-16
O=C(COc1ccccc1[N+](=O)[O-])OCC(=O)c1ccc(Br)s1	7	-3	6	33	-3	-6	15	-18
CCOc1ccc(NS(=O)(=O)c2cc(C(=O)N3CCC3)ccc2Cl)cc1	-4	4	-6	28	-13	-3	11	5
Cc1ccc(-c2cc(C(=O)Nc3nccs3)c3ccccc3n2)o1	-2	-8	7	31	7	1	13	1
COc1ccc(CN2CCN(Cc3cccc(F)c3)CC2)cc1OC	-2	-1	4	-13	35	-5	8	6
CCOc1cc(S(=O)(=O)N2CCCC2)c(C)cc1C	-3	-4	3	-5	-3	-2	16	6
COc1ccccc1C(=O)Nc1nc2ccc(S(C)(=O)=O)cc2s1	-14	-3	-14	3	-39	8	-5	12
Cc1occc1C(=O)NCCCCc1ccccc1	-9	-2	-7	11	-1	-12	19	4
CCC1Cc2c(nc(N)c3c(N)nc(N4CCCCC4)c(C#N)c23)O1 (centres undefined)	-3	-3	-4	1	-3	1	19	13
CCOC(=O)c1cnn(CCOC(=O)c2cccs2)c1NC(=O)c1cccs1	-6	·	-4	·	0	-2	17	·
O=C1/C(=C/c2cccnc2)Oc2cc(OS(=O)(=O)c3ccccc3)ccc21	18	-1	16	5	-12	20	12	13
CC(=O)N(Cc1c(C)nn(-c2ccccc2)c1Cl)c1ccc(Cl)cc1	-11	1	7	23	5	7	12	-3
CC1CC(C)CN(CC(=O)N2CCc3[nH]c4ccccc4c3C2)C1 (centres undefined)	-1	-1	-6	9	10	9	-14	-5
CC(=O)Nc1ccc2c(c1)C(C)(C)C(C)N2C (centres undefined)	-3	-2	·	-13	1	·	-1	-18
CC(C)(C)N(Cc1ccccc1)C(=O)COC(=O)Cn1cnc2ccccc2c1=O	-11	-2	-3	7	-3	-10	-2	-3
Nc1ccc(NC2C[C@@H](C(=O)O)NC2=O)cc1 (some centres undefined)	3	-3	-3	9	-3	-2	17	-2
O=C(Nc1ccccc1)c1ccccc1NS(=O)(=O)c1ccc(Cl)s1	6	-2	-5	13	-22	-13	10	-5
COc1ccc(OC)c(C(=O)Nc2ccc3[nH]ccc3c2)c1	-15	3	-3	13	-52	-37	4	-1
O=C(O)/C=C/c1nc(-c2ccccc2)n2ccccc12	3	-1	0	-13	4	6	2	-21
O=C(CSc1nc(O)c(Cc2ccccc2F)c(=O)[nH]1)N1CCCCCC1	-3	-1	0	9	-3	1	-8	-10
COc1ccc(OC(C)C(=O)Nc2cccc(F)c2)cc1 (centres undefined)	-6	1	1	7	-2	12	8	0
COc1ccc(S(=O)(=O)N2CCCC2CNC(=O)C(=O)NC2CCCCCC2)cc1 (centres undefined)	4	-4	-4	6	5	-7	11	-1
O=C1Nc2ccccc2/C1=N\c1sc2c(c1C(=O)Nc1ccccc1)CCCC2	-7	0	1	-4	35	4	8	-16
C=CCNC(=S)NNC(=O)C(CCC(C)C)CC(C)(C)O (centres undefined)	-5	-4	6	15	0	-3	3	-3
COc1ccccc1/C=C/C(=O)N1CCCC1	-6	-1	4	-2	-3	-7	-1	-19
N=C1C(c2nc3ccccc3s2)=C(O)CN1C1CCC(O)CC1 (centres undefined)	-8	-2	·	-24	-3	·	1	-7
Cc1ccc(C2C(C(=O)c3sc(C)nc3C)=C(O)C(=O)N2CCN2CCOCC2)o1 (centres undefined)	3	-3	0	-10	-3	4	3	-11
COc1ccc2c(c1)c(CC(=O)OCC(N)=O)c(C)n2C(=O)c1ccc(Cl)cc1	22	-1	8	6	64*	12	18	8
CCc1ccc(-c2cc(C)no2)cc1S(=O)(=O)NCc1ccc(OC)c(OC)c1	-3	5	1	-11	-16	1	-3	0
O=C(CCC1CCN(Cc2ccc(Cl)cc2)CC1)NC1CC1	4	-5	-6	-6	5	2	1	2
COC(C[C@@H](O)CC(=O)COCc1ccccc1)OC	13	-3	-14	4	-11	-1	6	2
CCOC(=O)N1CCC(Nc2cccc(SC)c2)CC1	-7	-1	-10	17	-5	-5	7	3
COCCCN(Cc1ccco1)C(=O)CSc1nc2ncccc2[nH]1	-4	-3	2	-2	6	-14	11	-3
CCC1(c2ccccc2)NC(=O)N(CC(=O)Nc2ccc(OC)nc2)C1=O (centres undefined)	-14	-5	6	-18	15	1	5	-10
CCC(C)C(Nc1ncnc2scc(-c3ccccc3)c12)C(=O)O (centres undefined)	4	1	-2	-14	-1	10	6	-9
COC(=O)CC1C(=O)NCCN1C(=O)CSc1nc2cc(Cl)ccc2o1 (centres undefined)	13	0	4	-17	-7	-5	-3	5
COc1ccc(NC(=O)C2CCCN2C(=O)Oc2ccccc2)cc1 (centres undefined)	-4	0	-13	0	-4	-8	16	6
COC(=O)c1ccc(NCC(=O)Nc2cc(C)cc(C)c2)cc1	0	-1	2	-20	2	-4	9	3
Cc1ccc(SCc2ccc(C(=O)Nc3ccccc3Br)cc2)cc1	34	-4	1	-15	-10	-6	13	10
COc1ccc2c(c1)CC/C(=C\c1ccc(C)o1)C2=O	4	-3	6	-9	-38	8	6	-5
O=C(COC(=O)c1cccc(S(=O)(=O)N2CCN(c3ccccc3)CC2)c1)NCC1CCCO1 (centres undefined)	-3	-5	-5	19	4	7	8	18
C[C@@H](C(=O)N1CCNCC1)n1cc(CCC(=O)O)nn1	9	-3	-4	-59	1	-15	15	-12
CCCCCNC(=O)c1ccc2c(=O)n(CCCN3CCCC3=O)c(=S)[nH]c2c1	9	-3	-1	10	4	-3	1	18
CSc1ccc(CN(C)C(C)C(=O)Nc2ccc(F)c(F)c2F)cc1 (centres undefined)	3	-1	-4	-18	4	11	15	-11
Cc1ccc(NC(=O)COC(=O)c2c[nH]c3ccccc23)cc1C	-11	-2	-1	7	-4	-7	4	11
Other structures follow.
SMILES	ATG4B inhibitor	APJ ag	CXCR6 inh	APJ antagonist	Gli-Sufu antag	EBI2 antag	CCR6 antagonist	UBC13 inh
COc1ccccc1N1C(=O)[C@@H]2C(C(=O)CN3C(=O)c4ccccc4C3=O)=NN[C@@H]2C1=O	-7	-5	-6	5	-1	-11	15	-10
CN(CCCC1CCCC1)C(=O)c1cc(COc2ccc(F)c(F)c2)on1	21	-1	3	17	-6	-6	11	3
COc1ccc(CC(=O)Nc2ccc(S(=O)(=O)Nc3cc(C)on3)cc2)cc1OC	1	-4	-16	3	-4	0	0	-3
Cc1ccc2[nH]ccc(=O)c2c1	8	11	-5	-23	-2	-7	3	-5
COc1cc(CNC(=O)c2nc(Cn3nc(C)c(Br)c3C)no2)cc(OC)c1	-23	-1	-3	28	-4	10	6	-5
C=CCN(CC=C)C(=O)C[n+]1ccc(C(N)=O)cc1	-6	0	2	-6	1	7	2	5
Cc1ccccc1N(CC(=O)NCc1ccco1)C(=O)CNS(=O)(=O)c1ccc(F)cc1	6	3	-17	1	-17	-6	2	3
N#Cc1cccc(NC(=O)COC(=O)c2ccccc2Sc2ccccc2C#N)c1	-6	3	1	2	2	14	22	12
